Screening results as filed in PubChem BioAssay.
Mito fusion act – qHTS Assay for Small Molecule Inhibitors of Mitochondrial Division or Activators of Mitochondrial Fusion | S. cerevisiae fusion-defective mutant growth rescue, CellTiterGlo 48 h | Potency, µM (highest dose often 46.1 µM), without a hit: top-dose growth rescue (activation), hits mostly activators | hit rate 0.23% among 320,000 | AID 485298, 2010;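 note: potency is the fitted concentration of half-maximal effect; % of control where 0% means no effect; nearly all actives have a fitted effect of over 45% in size; temperature-sensitive fusion mutants such as fzo1-1 at 37 °C on non-fermentable ethanol glycerol medium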
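Luminescent cell viability in 1536-well qHTS format served as the measure of rescued growth in ts fusion-mutant S. cerevisiae cultured on non-fermentable YPEG for 48 hours at 37C.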
BCR signal inh – qHTS Assay to Find Inhibitors of Chronic Active B-Cell Receptor Signaling; hit rate 0.05% among 340,000; Potency, µM (titrated, usually from 46.1 µM), inactives show at the highest dose ratio change, negative = lower green/red ratio, hits mostly inhibitors; ABC-DLBCL IkBa-CBG/CBR reporter, luminescence ratio, 4 h; active = well fitted inhibition curve with a large enough effect in the signal ratio, with a control signal flat, not every such curve was filed as active; inconclusive = small, poorly fitted or top-dose-only effect, or effect the other way, or a change in a side signal; the % refers to the signal ratio;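 note: potency is the fitted concentration of half-maximal effect; plate controls were basal doxycycline-induced cells for no effect and cells given 10 µM MG132 for full effect; MG132 reads +100%, hits lower the ratio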
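Concentration-response series (up to 46 uM) were applied to TMD8 dual-reporter cells for 4 h at 37C with doxycycline. Green/red ratio, after filter-overlap correction, defined %Activity; red signal alone was normalised to basal cells and zero luminescence.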
Tb PFK inh – qHTS Assay to Find Inhibitors of T. brucei phosphofructokinase; T. brucei PFK, ADP-Glo luminescence; Potency, µM (highest dose often 57.5 µM), for inactives: at the top dose activity, negative = inhibition, usual class: inhibitors; hit rate 0.17% among 330,000; AID 485367, 2010;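 note: potency is the fitted concentration of half-maximal effect; 0% = uninhibited 1x PFK enzyme wells and -100% = no-enzyme wells; nearly all actives have a fitted effect of over 60% in size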
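In TEA buffer at pH 8.0 with 5 mM MgCl2, enzyme (1.25 nM) converted F6P (0.5 mM) and ATP (0.1 mM) for 45 min at room temperature. ADP product was read by luciferase luminescence.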
USP2a inh – qHTS Assay for Inhibitors of Ubiquitin-specific Protease USP2a Using CHOP2 as the Reporter | USP2 core, Ub-CHOP2 coupled fluorogenic reporter, 485/531 | Potency, µM (series often up to 38.3 µM), for inactives: at the highest dose activity change, negative = inhibition, hits mostly inhibitors | hit rate 0.01% among 330,000 | AID 463254, 2010;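 note: potency is the fitted concentration of half-maximal effect; plate controls were DMSO wells for no effect and full inhibition by NEM control for full effect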
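USP2 core (10nM final) preincubated 30min RT with compound in 20mM Tris-HCl pH 8.0, 2mM CaCl2, 2mM beta-mercaptoethanol, 0.05% CHAPS; 25nM Ub-CHOP2 plus 25nM reporter substrate added, fluorescence (Ex485/Em531) read after 60min.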
uPA generation – qHTS for Inhibitors of Cell Surface uPA Generation. hit rate 0.31% among 330,000. AID 540303, 2011. cell surface uPA generation assay, qHTS. Potency, µM (titrated, usually from 38.3 µM), for inactives: top-dose activity change, negative = inhibition, actives largely listed as inhibitors; active = well fitted inhibition curve with a large enough effect; inconclusive = small, poorly fitted or top-dose-only effect; inactive = no such curve, though single readings can be large or run the other way; tested in mouse RAW 264.7 cells; note: potency is the fitted concentration of half-maximal effect; % is set by controls: 0 for no effect and ±100 for the full control effect; nearly all actives have a fitted effect of over 55% in size
B2AR arrestin – qHTS assay of beta-arrestin-biased ligands of beta2-adrenergic receptor; hit rate 0.02% among 330,000; Potency, µM (series often up to 46.1 µM), without a hit: at the top dose activation, most hits filed as activators; AID 492947, 2010; Beta-2 adrenergic receptor (Homo sapiens), P07550; beta-arrestin recruitment to beta2AR, cell-based reporter;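 note: potency is the fitted concentration of half-maximal effect; 0% = DMSO controls and full agonism = EC100 isoproterenol or metaproterenol; nearly all actives have a fitted effect of over 65% in size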
Target sequence (P07550 whole entry, looked up): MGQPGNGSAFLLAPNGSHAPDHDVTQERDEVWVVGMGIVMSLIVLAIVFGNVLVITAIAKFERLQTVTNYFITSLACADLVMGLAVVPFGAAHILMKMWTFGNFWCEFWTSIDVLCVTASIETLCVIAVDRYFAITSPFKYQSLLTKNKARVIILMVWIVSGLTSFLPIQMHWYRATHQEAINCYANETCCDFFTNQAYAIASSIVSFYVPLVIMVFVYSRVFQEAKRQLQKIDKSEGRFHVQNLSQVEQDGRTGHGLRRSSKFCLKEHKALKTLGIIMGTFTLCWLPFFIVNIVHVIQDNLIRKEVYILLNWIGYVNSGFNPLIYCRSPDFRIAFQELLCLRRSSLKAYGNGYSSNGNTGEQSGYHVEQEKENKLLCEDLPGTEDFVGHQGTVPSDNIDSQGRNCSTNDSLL
TCR act – Activators of T cell receptors: qHTS campaign. Potency, µM (doses to about 9.22 µM), inactives show at the top dose activation of IL-2 secretion, actives largely listed as activators. primary human leukocytes, anti-CD3, IL-2 HTRF, 48 h. AID 504894, 2011. 330,000 tested, under 10 active; note: % of control where 0% means no effect
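Compounds are tested in HTS on primary human leukocytes co-incubated with a-CD3 beads for 48 hr. IL-2 output is measured by time-resolved FRET.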
ELG1 repair inh – qHTS screen for small molecules that inhibit ELG1-dependent DNA repair in human embryonic kidney (HEK293T) cells expressing luciferase-tagged ELG1. hit rate 2.3% among 330,000. HEK293T ELG1-luciferase reporter, luminescence, 16 h; DNA damage induced by 5-fluorouridine. Potency, µM (top dose mostly 46.1 µM), without a hit: top-dose activity change, negative = inhibition, hits mostly inhibitors; note: potency is the fitted concentration of half-maximal effect; % is set by controls: 0 for no effect and ±100 for the full control effect; nearly all actives have a fitted effect of over 55% in size
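Cells (2,000 per well) received 5-fluorouridine plus test compound or DMSO and were incubated 16 hr at 37 °C, 5% CO2. Luciferase activity was read by luminescence 30 min after ONE-Glo addition; signal suppression marked inhibition of damage-induced ELG1 function.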
PTAP TSG101 blk – qHTS Assay for Iinhibitors of HIV-1 Budding by Blocking the Interaction of PTAP/TSG101; AID 493005, 2010; Fluorescence polarization, FITC-PTAP peptide / Tsg101 binding; Potency, µM (highest dose often 115 µM), without a hit: at the highest dose activity change, negative = inhibition, most hits filed as inhibitors; Tumor susceptibility gene 101 protein (Homo sapiens), Q99816; 340,000 tested, under 10 active; active = well fitted inhibition curve with a large enough effect in the main read-out, with a control signal flat, not every such curve was filed as active; inconclusive = small, poorly fitted or top-dose-only effect, or effect the other way, or a change in a side signal; inactive = no such curve, though single readings can be large or run the other way; note: potency is the fitted concentration of half-maximal effect; % of control where 0% means no effect
Target sequence (Q99816 whole entry, looked up): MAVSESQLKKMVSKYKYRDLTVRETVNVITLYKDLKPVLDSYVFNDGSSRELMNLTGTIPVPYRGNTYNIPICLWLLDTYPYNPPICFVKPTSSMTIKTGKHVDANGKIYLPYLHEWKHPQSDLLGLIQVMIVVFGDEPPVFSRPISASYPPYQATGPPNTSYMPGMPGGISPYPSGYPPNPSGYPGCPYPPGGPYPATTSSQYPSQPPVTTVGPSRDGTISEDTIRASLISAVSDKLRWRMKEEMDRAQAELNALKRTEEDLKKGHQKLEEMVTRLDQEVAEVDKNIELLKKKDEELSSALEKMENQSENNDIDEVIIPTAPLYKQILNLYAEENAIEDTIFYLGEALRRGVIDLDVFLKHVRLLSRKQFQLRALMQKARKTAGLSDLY
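Tsg101 binding domain (10 uM final) was mixed with compound and a FITC-labeled PTAP peptide (50 nM final) in HEPES pH 7.5 buffer with NaCl, Tween 20, EDTA and TCEP; fluorescence polarization was read after 20 min at r.t.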
TSHR antagonist – Antagonists of the Thyroid Stimulating Hormone Receptor: HTS campaign; Thyrotropin receptor (Homo sapiens), P16473; TSHR-expressing cells, TSH-stimulated cAMP HTRF, 2 h; stronger effect = lower value; activity change, negative = inhibition, % at 11.5 µM; hit rate 0.2% among 330,000; AID 504810, 2011;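 active = activity change below a set negative limit, meaning inhibition stronger than a set level, cut at about -70% in these data; inconclusive = activity change between two set negative limits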; note: % is set by controls: 0 for no effect and ±100 for the full control effect
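Read-out is FRET at 665 nm (cryptate excitation 337 nm) from a cryptate-tagged anti-cAMP antibody, competed by cell cAMP against cAMP-d2. Compounds are tested on freshly harvested TSHR cells challenged with 4nM TSH (EC80) for 2 hours at 37 deg C.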
Eya2 inh – qHTS Assay for Inhibitors of the Phosphatase Activity of Eya2 | recombinant Eya2, OMFP fluorescence dephosphorylation (OMFP is methylfluorescein phosphate) | hit rate 0.006% among 330,000 | Potency, µM (series often up to 76.9 µM), inactives show at the highest dose activity, negative = inhibition, actives largely listed as inhibitors | AID 488837, 2010; note: potency is the fitted concentration of half-maximal effect; % is set by controls: 0 for no effect and ±100 for the full control effect
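Eya2 protein (added as 0.2 uM solution) was preincubated with compound for 10 min at ambient temperature in 50 mM HEPES pH 7.5, 50 mM NaCl, 5 uM MgCl2, 0.05% BSA, 1 mM DTT. OMFP (added at 50 uM) then reacted 10 min; fluorescence read at 485/525 nm.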
The depositor's hits bear a star; u = inconclusive; x = no result given; [ ] = remark or other dose. Unless noted, calls come from the whole dose curve; as a rule, active = well fitted curve in the direction sought with a large enough effect; inconclusive = small, poorly fitted or top-dose-only effect, or another doubt; inactive = no such curve, though single readings can be large; an effect the other way counts as inactive or inconclusive.

SMILES	Mito fusion act	BCR signal inh	Tb PFK inh	USP2a inh	uPA generation	B2AR arrestin	TCR act	ELG1 repair inh	PTAP TSG101 blk	TSHR antagonist	Eya2 inh
CCn1c2ccccc2c2cc(NC(=O)COC(=O)Cc3cn4ccsc4n3)ccc21	-8%	u	-3%	0%	-2%	-0.7%	7%	u	-4%	-7	12%
NC(=O)c1cccc(NC(=O)Nc2ccc(Cl)cc2)c1	1%	8%	-4%	3%	6%	0.0%	x	0%	-2%	-4	12%
Cc1cc(N2CCOCC2)n2nc(C)c(-c3ccccc3Cl)c2n1	17%	-7%	-12%	-1%	-13%	-0.7%	-3%	u	0%	-10	-25%
O=C(CCCN1C(=O)/C(=C/c2cccs2)SC1=S)Nc1cccc(C(=O)O)c1	-5%	2%	0%	4%	2%	-0.1%	-5%	8%	-2%	-13	6%
Cc1cc(C(=O)OCC(=O)Nc2cc(Cl)ccc2C)c(C)o1	-9%	5%	0%	7%	2%	-0.1%	-8%	25%	0%	-7	-8%
Cc1ccc(CN2C(=O)C(Cc3ccccc3)Nc3ncnc(N4CCCCC4)c32)cc1 (configuration not stated)	24%	-6%	0%	-2%	1%	-0.1%	-5%	1%	1%	-6	-17%
CCCOc1ccc(CCC(=O)O)cc1	-14%	u	-4%	3%	23%	-0.5%	7%	u	-2%	53	1%
CCN(CC)CCn1c2c(c(SCC(=O)Nc3nc(C)cs3)nc1=O)CCC2	-4%	u	-15%	5%	-2%	-0.3%	1%	0%	-12%	14	-21%
Oc1ccc(Br)cc1-c1nc2cnccn2c1NC1CCCCC1	-9%	u	4%	0%	7%	0.0%	x	-11%	-4%	31	-14%
Cc1c(Br)c(C(F)(F)F)nn1CC(=O)NCc1ccccc1	-4%	-1%	-7%	1%	2%	-0.2%	3%[46.1 µM]	16%	-1%	12	-4%
Cc1ccc2nc(-c3ccc(Br)cc3)cn2c1	-2%	-16%	0%	0%	2.8µM*	-0.5%	5%	u	-8%	-26	3%
Cc1ccccc1NC(=O)COC(=O)Cc1cccc(C(F)(F)F)c1	-5%	-5%	3%	3%	3%	-0.7%	2%[46.1 µM]	10%	0%	-6	-4%
COc1ccc(CC(=O)Nc2ccc(S(=O)(=O)Nc3cc(C)on3)cc2)cc1	10%	-19%	u	-1%	1%	0.3%	-8%	u	-7%	19	5%
Cc1occc1C(=O)NNC(=O)C(c1ccccc1)c1ccccc1	-6%	1%	4%	3%	x	-0.5%	2%	22%	5%	-1	-24%
c1ccc2c(c1)Cn1nc(Cc3nc4c(s3)CCCC4)nc1-2	-5%	u	-1%	2%	-7%	-1.2%	2%	u	-1%	-4	16%
COc1ccc(C)cc1Nc1cc(C)nc2ncnn12	5%	u	0%	0%	-29%	-1.4%	1%	u	-1%	-6	8%
O=C(N/N=C\c1ccccc1OCc1ccccc1)c1ccco1	9%	u	-1%	1%	-20%	7.0%	7%[46.1 µM]	17%	-6%	30	2%
O=C(CCCn1c(=S)[nH]c2cc3c(cc2c1=O)OCO3)NCc1ccco1	0%	1%	1%	1%	1%	0.2%	x	-11%	-1%	-12	1%
CNC(=O)CCCCCNS(=O)(=O)c1ccc(C)cc1	-4%	6%	-2%	-4%	0%	0.3%	11%[46.1 µM]	u	1%	2	-3%
CC(=O)Nc1c(C(=O)c2ccc(F)cc2)oc2ccccc12	-4%	4%	1%	2%	-1%	0.5%	4%	8%	-4%	2	-1%
COc1ccc(CNC(=O)N2CCc3ccccc3C2)cc1Cl	11%	u	-1%	2%	3%	-0.4%	-2%	-5%	1%	11	-13%
CCOC(=O)N1CCN(C(=O)COC(=O)c2cc(Cl)c(O)c(Cl)c2)CC1	2%	5%	-6%	1%	3%	0.1%	-51%	-3%	1%	-7	0%
COc1ccc(-c2nc(SCC(=O)NC3CCCC3)c(-c3ccc(OC)cc3)[nH]2)cc1	u	-8%	1%	3%	-2%	-0.5%	1%	u	-5%	11	-1%
COC(=O)c1sccc1N/N=C/c1cccc(Oc2ccccc2)c1	1%	-5%	u	0%	4%	-0.5%	5%[46.1 µM]	u	0%	-3	3%
COc1ccccc1-c1cc(C(F)(F)F)c(C#N)c(=O)[nH]1	0%	-1%	-5%	-1%	-3%	-0.2%	x	-6%	-3%	-7	16%
Cn1c(=O)c2c(ncn2CC(=O)OCCCC(=O)c2ccc(Br)cc2)n(C)c1=O	x	-3%	7%	0%	-5%	-0.6%	3%[46.1 µM]	u	-12%	-36	-13%
Cc1cccc(C(=O)NCC(c2ccc(F)cc2)N2CCOCC2)c1 (configuration not stated)	-4%	8%	-2%	0%	1%	-1.0%	0%	11%	-14%	1	-9%
O=C(OCCCCOC(=O)c1ccccc1)c1ccccc1	-1%	-1%	3%	-2%	-3%	-0.5%	-39%	3%	-4%	7	-8%
C#CCOCCOCCOCCNc1nc(N2CCN(C(=O)C(Cc3cc4ccccc4[nH]3)n3cc(C(N)Cc4ccc(O)cc4)nn3)CC2)nc(N2CCN(C(=O)C(CCC(=O)O)n3cc(C(N)C(C)CC)nn3)CC2)n1 (configuration not stated)	-2%	2%	-10%	0%	10%	0.0%	1%	10%	x	8	8%
COc1ccc(CC2(CO)CCN(Cc3cccn3-c3ccccn3)CC2)cc1	0%	9%	1%	5%	-1%	-0.3%	0%	16%	1%	5	5%
COc1ccc(O)c(C(=O)c2cnn(C(=O)c3cccc(S(=O)(=O)N(C)C)c3)c2)c1	x	15%	-4%	2%	20%	-2.1%	2%	-20%	-4%	-8	4%
O=C(O)c1cc(-c2ccc3c(c2)OCO3)nc2ccc(Br)cc12	29%	u	1%	-3%	-14%	-0.1%	x	0%	-3%	-11	25%
O=C1NC(c2ccccc2OC(F)F)Oc2ccccc21 (configuration not stated)	-1%	-1%	0%	2%	5%	-1.2%	-1%	4%	1%	-23	-8%
CCc1ccc(C(=O)COC(=O)c2ccco2)cc1	4%	u	1%	2%	12%	3.6%	-1%	u	2%	3	2%
CC(C)C(=O)NC(c1cccc([N+](=O)[O-])c1)c1c(O)ccc2ccccc12 (configuration not stated)	4%	4%	-7%	0%	0%	0.1%	-3%	6%	0%	-7	5%
Cc1cc(=O)oc2c3c(cc(OCC(=O)N[C@H](C(=O)O)c4ccccc4)c12)OC(C)(C)CC3	0%	5%	-5%	1%	-3%	-4.3%	6%	-12%	-3%	-2	7%
Cc1ccc(C(=O)c2ccccc2C(=O)O)cc1C	7%	0%	-2%	0%	2%	-0.1%	-11%	-1%	1%	-2	1%
CC1(C)C(=O)Nc2ccccc2N1C(=O)COC(=O)COc1ccc(C#N)cc1	-2%	1%	-15%	3%	6%	0.2%	-1%	u	-7%	-21	-2%
COc1ccccc1CN1CC(C(=O)N(C)Cc2ccc(C)o2)CCC1=O (configuration not stated)	-12%	1%	16%	3%	-1%	-0.2%	3%	29%	-8%	3	-6%
CCOc1ccc(C(=O)NNC(=O)CCNC(=O)c2ccc(Br)cc2)cc1OC	-6%	-2%	8%	0%	10%	-0.4%	-7%	15%	0%	4	0%
COC(=O)c1ccc(C)c(NC(=O)CCCN2C(=O)NC(C)(C)C2=O)c1	5%	3%	3%	-1%	0%	0.2%	0%	10%	-2%	9	-8%
COc1ccc(N(CC(=O)NC(C)c2ccccc2)S(=O)(=O)c2c(C)noc2C)cc1 (configuration not stated)	4%	1%	-3%	2%	4%	-0.5%	-2%	-1%	-7%	12	1%
Cc1c(C(=O)N2CCN(c3ccccc3F)CC2)sc2ncn(CC(=O)N3CCOCC3)c(=O)c12	0%	6%	-3%	2%	-20%	0.0%	0%	5%	-9%	7	-16%
CC(Oc1ccccc1F)C(=O)NNC(=O)c1cccc(S(=O)(=O)N2CCN(C)CC2)c1 (configuration not stated)	10%	4%	3%	-1%	0%	0.1%	-59%	6%	-1%	7	-9%

Random draw from the library; about 3% have a hit in one of these screens.
